ERK EGF block: qHTS Assay for Inhibitors of the ERK Signaling Pathway using a Homogeneous Screening Assay; Stimulation with EGF; HEK293-V1b, EGF-stimulated phospho-ERK AlphaScreen; AID 1454, 2008; Potency, µM (titrated, usually from 11.5 µM), inactives show at the top dose activity change, negative = inhibition, actives largely listed as inhibitors; 130,000 tested, 0.41% active; active = well fitted inhibition curve with a large enough effect; inconclusive = small, poorly fitted or top-dose-only effect, or effect the other way;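 also: plate controls were stimulated vehicle wells for no effect and unstimulated vehicle basal for full effect; nearly all actives have a fitted effect of over 55% in size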
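In this qHTS, HEK293 cells with stable type-1 vasopressin (V1b) receptor were exposed to compound at 37C for 30 min, stimulated 5 min with EGF at 25 nM, lysed, and probed for phospho-ERK by AlphaScreen.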
* hit, by the source's call; ? = inconclusive; [ ] = remark or other dose. Potency is read from the fitted curve at half-maximal effect. These rows are one share of the data. The share of hits here may be higher or lower than overall.

ERK EGF block,SMILES
1%,COc1ccc(-c2cnnc(N/N=C/c3ccc(O)cc3)n2)cc1
-2%,Cc1c(C(=O)N2CCCCC2)nn(-c2ccc(Cl)cc2)c(=O)c1C#N
4%,CC(C)CCN(CCC(C)C)C(CO)(CO)CO
10%[57.5 µM],C[C@@H](NC(=O)c1nc[nH]c1C(=O)N[C@@H](Cc1ccccc1)C(=O)OCc1ccccc1)c1ccccc1
5%[57.5 µM],CCOC(=O)c1cc2c(=O)n3cccc(C)c3nc2n(CCOC)c1=NC(C)=O
3%,CN(Cc1ccccc1)C(=O)COC(=O)C1CCN(S(=O)(=O)c2cccs2)CC1
?,COc1cc(CNCCc2ccccc2)cc(Cl)c1OCc1ccccc1
0%,COc1cc(C2c3c(oc4ccccc4c3=O)C(=O)N2c2ccc(C)cn2)ccc1O (stereo not drawn)
4%,COC(=O)c1ccc(NC(=O)C2CCCN2S(=O)(=O)c2ccc(OC)cc2)cc1 (stereo not drawn)
?,Cc1ccc(CN2CCN(/N=C/c3ccc(C)s3)CC2)cc1
-5%,Cc1ccccc1-c1ccccc1N
4%[57.5 µM],Cc1cc2sc3nc(=O)n(-c4ccccc4)c(=O)n3c2cc1C
5%,CNC(=O)C(=O)Nc1c(C)cc(C)cc1C
8%[57.5 µM],CC(C)(C)OC(=O)NCCCCCC(=O)N/N=C/c1coc2ccccc2c1=O
-21%,Cn1c(=O)c2c(ncn2CC(=O)Nc2cccc(S(=O)(=O)Nc3ccccc3F)c2)n(C)c1=O
7%,COc1ccc(/C=N/NC(=O)c2c(C)nnn2-c2nonc2N)cc1OC
-15%,O=C(O)c1ccc(NC(=O)c2cn(-c3ccccc3)nc2-c2ccccc2)cc1
2%,COC(CNC(=O)c1cc(-c2ccncc2)nc2ccc(S(=O)(=O)N3CCOCC3)cc12)OC
-1%[57.5 µM],COc1ccc(NC(=O)Nc2nc3ccccc3s2)cc1
10%,CCOC(=O)c1ccccc1OC(=O)CS(=O)c1ccccc1[N+](=O)[O-] (stereo not drawn)

A draw from above in order of heavy-atom count, falling:
ERK EGF block,SMILES
10%[57.5 µM],C[C@@H](NC(=O)c1nc[nH]c1C(=O)N[C@@H](Cc1ccccc1)C(=O)OCc1ccccc1)c1ccccc1
-21%,Cn1c(=O)c2c(ncn2CC(=O)Nc2cccc(S(=O)(=O)Nc3ccccc3F)c2)n(C)c1=O
0%,COc1cc(C2c3c(oc4ccccc4c3=O)C(=O)N2c2ccc(C)cn2)ccc1O (stereo not drawn)
4%,COC(=O)c1ccc(NC(=O)C2CCCN2S(=O)(=O)c2ccc(OC)cc2)cc1 (stereo not drawn)
7%,COc1ccc(/C=N/NC(=O)c2c(C)nnn2-c2nonc2N)cc1OC
10%,CCOC(=O)c1ccccc1OC(=O)CS(=O)c1ccccc1[N+](=O)[O-] (stereo not drawn)
-2%,Cc1c(C(=O)N2CCCCC2)nn(-c2ccc(Cl)cc2)c(=O)c1C#N
1%,COc1ccc(-c2cnnc(N/N=C/c3ccc(O)cc3)n2)cc1
4%[57.5 µM],Cc1cc2sc3nc(=O)n(-c4ccccc4)c(=O)n3c2cc1C
?,Cc1ccc(CN2CCN(/N=C/c3ccc(C)s3)CC2)cc1
-1%[57.5 µM],COc1ccc(NC(=O)Nc2nc3ccccc3s2)cc1
4%,CC(C)CCN(CCC(C)C)C(CO)(CO)CO
5%,CNC(=O)C(=O)Nc1c(C)cc(C)cc1C
-5%,Cc1ccccc1-c1ccccc1N

Later entries.
ERK EGF block,SMILES
0%,CC(C)C(NC(=O)c1ccccc1F)C(=O)NCCc1ccccn1 (stereo not drawn)
-6%[57.5 µM],Cc1ccc(S(=O)(=O)NC(=O)Nc2ccc(OC(F)F)cc2)cc1
0%,CC1CCN(S(=O)(=O)N2CCC(C(=O)NC3CCCC3)CC2)CC1
-1%,Cc1ccccc1CN(C)CCc1ccccn1
-32%,COc1ccc(-n2cnc3cc(NS(=O)(=O)c4ccccc4)ccc32)cc1
4%,Nc1scc(-c2ccncc2)c1Cl
-3%,CCc1n[nH]c(=S)n1/N=C/c1ccc(NC(C)=O)cc1
2%[57.5 µM],Cn1ncc(Br)c1NC(=O)Nc1ccc(OC(F)(F)F)cc1
2%,CC(C)(C)OC(=O)N1CCC(C(=O)N2CCCCCC2)CC1
0%,CCCN(CCC)c1nc(Cl)nc(NCCN2CCOCC2)n1
1%,O=C(NC(=S)NC1CCCC1)c1ccccc1Br
17%[57.5 µM],CCN(CC(=O)Nc1ccc(C(=O)Nc2ccc(OC)cc2)cc1)Cc1nc2ccccc2c(=O)[nH]1
-1%,O=C(C[n+]1ccccc1)Nc1ccc(Oc2ccccc2)cc1
-4%,COc1ccc(C(=O)C2CCCN(Cc3cnc(N4CCCC4)s3)C2)cc1OC (stereo not drawn)
3%,CCCCOC(=O)c1ccc(NC(=O)/C=C/c2cccs2)cc1
7%,CCOc1ccc(NC(=O)COc2ccc(C(=O)NC3CCCc4ccccc43)cc2OC)cc1 (stereo not drawn)
6%[57.5 µM],O=C(COC(=O)c1ccccc1Nc1ccccc1F)c1ccccc1
9%,Cc1ccc(C(=O)OC/C(O)=C(\C#N)c2nc3ccccc3[nH]2)cc1S(=O)(=O)N1CCOCC1
1%,CCC1CCCCN1C(=S)NC(=O)c1ccc(F)c(S(=O)(=O)N2CCOCC2)c1 (stereo not drawn)
-5%,Cc1ccccc1Cn1cnc2c(oc3ccccc32)c1=O
-6%,Cc1ccccc1C(=O)NC(CC(C)C)C(=O)OCc1cc(=O)n2cc(Br)ccc2n1 (stereo not drawn)
-3%[57.5 µM],CN(C)CC(CCCCC(CN(C)C)C(=O)c1ccccc1)C(=O)c1ccccc1 (stereo not drawn)
-3%,C/C(CCc1ccc2c(c1)OCO2)=N\NC(=O)c1ccccc1
-3%,Cc1ccc(NCc2ccccc2O)c(C)c1
4%,COc1ccc(CCNC(=O)c2cc(S(=O)(=O)N(C)c3ccccc3)ccc2Cl)cc1
2%,OCCC1CN(Cc2ccccc2-c2ccco2)CCN1Cc1ccccc1 (stereo not drawn)
-7%[57.5 µM],Cc1nn(-c2ccccn2)c(N)c1N=O
2%[57.5 µM],CCOC(=O)/C(C#N)=C/c1c(N2CCN(Cc3ccc4c(c3)OCO4)CC2)nc2c(C)cccn2c1=O
3%,COc1ccccc1C(=O)NC(=S)/C=C1/N(C)c2ccccc2C1(C)C
-4%,Cc1nc(-c2cccc(C(F)(F)F)c2)sc1C(=O)O
1%,COc1ccc(C(=O)OCC(=O)Nc2cc(S(=O)(=O)N3CCOCC3)ccc2N2CCCC2)cc1
-1%,Cn1c(N)c(C(=O)CSc2nc3ccccc3c(=O)n2CCCN2CCOCC2)c(=O)n(C)c1=O
-5%,CCCn1nc(C(=O)OCC(=O)c2ccc3c(c2)NC(=O)CO3)c2ccccc2c1=O
5%,Cc1cccc(C(=O)Nc2nccs2)c1[N+](=O)[O-]
9%,Cc1ccc2c(Cl)c(C)c(N3CCCC3)nc2n1
2%,N#CCC(=O)Nn1c(=S)[nH]c2ccccc2c1=O
0%,NC1=NC(=O)C2(COC(c3ccncc3)OC2)S1 (stereo not drawn)
3%,COC(=O)CNc1cccc(C(F)(F)F)c1
1%,Cc1nnc(SCC(=O)Nc2nccs2)s1
-11%,Cc1ccc(S(=O)(=O)Cn2nnnc2C(CC(C)C)N2CCN(C)CC2)cc1 (stereo not drawn)

An excerpt from above in order of their number in ERK EGF block, ascending.
ERK EGF block,SMILES
-6%,Cc1ccccc1C(=O)NC(CC(C)C)C(=O)OCc1cc(=O)n2cc(Br)ccc2n1 (stereo not drawn)
0%,NC1=NC(=O)C2(COC(c3ccncc3)OC2)S1 (stereo not drawn)
1%,COc1ccc(C(=O)OCC(=O)Nc2cc(S(=O)(=O)N3CCOCC3)ccc2N2CCCC2)cc1

(list continues)
ERK EGF block,SMILES
8%,O=C(/C=C/c1ccc([N+](=O)[O-])cc1)NCc1cccs1
2%,O=C1c2ccccc2C(O)N1Cc1ccccc1Cl (stereo not drawn)
-4%,N#Cc1ccc(CN2CC[C@@]3(CCCN(C(=O)c4ccco4)C3)C2)cc1
5%,O=C(NC(Cc1ccccc1)C(=O)O)/C(=C\c1ccco1)NC(=O)c1ccccc1Br (stereo not drawn)
?,COC(=O)c1ccc(CSc2cc(C)c3cccc(C)c3n2)o1
-5%,Cc1ccc(S(=O)(=O)Nc2c(C)nc3nc[nH]n3c2=O)c(C)c1
-1%,COc1ccc(N2CCN(C(=O)[C@H](Cc3c[nH]c4ccccc34)NC(C)=O)CC2)cc1
-12%,CC1CC(NNC(=O)c2ccccc2)=Nc2ccccc2N1C (stereo not drawn)
9%,CN1CCN(c2ncc3nc(-c4ccccc4)c(=O)n(CCC#N)c3n2)CC1
-2%,Cc1cc(C(=O)NC(C)Cc2ccccc2)cc(C)c1[N+](=O)[O-] (stereo not drawn)
2%,O=C(O)c1cccc(NC(=O)c2cc(S(=O)(=O)N3CCOCC3)cs2)c1
-3%,CC(C)(C)c1ccc(C(O)CCCN2CCC(C(O)(c3ccccc3)c3ccccc3)CC2)cc1 (stereo not drawn)
?,Nc1nc(CN2CCN(c3ccccc3F)CC2)nc(N2CCCc3ccccc32)n1
-2%,Cc1cccc(N2C(=O)C(Oc3ccc(Cl)cc3Cl)C2C=O)c1C (stereo not drawn)
11%,CC(NC(c1ccccc1)c1ccccc1)C(=O)N1CCCc2ccccc21 (stereo not drawn)
0%,Cc1cc(C)n2nc(SC(C)C(=O)Nc3ccc(Cl)cn3)nc2n1 (stereo not drawn)
-5%,O=C(/C=C/c1ccc2c(c1)OCO2)c1ccco1
-6%,Cc1cccc2cc(CN(Cc3cccs3)S(=O)(=O)c3ccc4c(c3)OCCO4)c(=O)[nH]c12
-7%,CCN(CC)c1ccc(/C=C(/C#N)C(=O)NC(C)C)o1
-7%,COc1ccc2cc(C(=O)C3CCCN(Cc4cnc(N5CCOCC5)s4)C3)ccc2c1 (stereo not drawn)
-4%[57.5 µM],Cc1ccc(CCNC(=O)C2CC(c3cc(C(F)(F)F)cc(C(F)(F)F)c3)=NO2)cc1 (stereo not drawn)
-6%,COc1ccc(N=C2C(=O)N3c4c(cccc42)C(C)=CC3(C)C)cc1
-1%[57.5 µM],COc1cccc(Nc2ccc(-n3ccnc3)nn2)c1
?,C=C(C)CNC(=S)NNC(=O)CCn1c2ccc(Cl)cc2c2cc(Cl)ccc21
4%,Cc1[nH]n(-c2ccccc2)c(=O)c1C=NCC1CCCO1 (stereo not drawn)
-4%,CCC(C(=O)NN1C(=O)c2ccccc2C1=O)c1ccccc1 (stereo not drawn)
2%,Cc1c(NC2(C#N)CCCC2)c(=O)n(-c2ccccc2)n1C
-5%,O=C(c1ccco1)N1CCC2(CCN(Cc3nccs3)CC2)CC1
5%,COC(=O)c1cnc(SCc2ccc(Cl)cc2)n1C
0%,O=S(=O)(NCc1ccco1)c1cccc2cccnc12
1%,Cc1ccc(C(=O)Nc2nnc(-c3ccco3)o2)cc1C
4%,CCC1CCCCN1CCCNC(=O)CCCNC(=O)Cn1cnc2sc3c(c2c1=O)CCCC3 (stereo not drawn)
-5%,CCS(=O)(=O)N1CCC(C(=O)c2ccc(Cl)cc2)CC1
6%[57.5 µM],CN(NC(=O)c1ccc(Cl)cc1)c1ncc(C(F)(F)F)cc1Cl
4%,COc1ccc(NC(=O)c2cc(C)on2)cc1
5%[57.5 µM],Cc1nn(CC(=O)O)c(C)c1N
-9%,CC(NC(=O)COC(=O)CSCc1ccccc1)c1ccccc1 (stereo not drawn)
-2%,CC1CCN(CCOc2cccc(Br)c2)CC1
8%,CCOC(=O)c1c(NC(=O)C2COc3ccccc3O2)sc2c1CC(C)(C)NC2(C)C (stereo not drawn)
0%[57.5 µM],CCCCOC(=O)c1nnc(-c2ccc(Cl)cc2)o1
16%,S=C(S)OC1CC2CC1C1CCCC21 (stereo not drawn)
-1%,Cc1c(CCOC(=O)C23CC4CC(CC(C)(C4)C2)C3)sc[n+]1CC(=O)c1ccccc1
3%,COC(=O)c1ccc(C(=O)OC)c(NC(=S)N2CCC(C)CC2)c1
-1%,O=C(COc1ccccc1Cl)NCCC1=CCCCC1
-4%,CC1CCc2c(sc3ncn(CC(=O)N4CCCCC4)c(=O)c23)C1 (stereo not drawn)
2%,CNC(=O)[C@@]1(Cc2ccccc2)C=C[C@@H](C)N1C(C)=O
-8%,C(=N/N1CCN(c2ccccc2)CC1)/c1ccncc1
18µM*,Nc1ccc(N=Nc2ccccc2)c2ccccc12
3%[57.5 µM],Cc1ccc(NC(=O)N2CCN(C)CC2)cc1NC(=O)N1CCN(C)CC1
2%,N#C/C(=C\c1ccco1)C(=O)Nc1ccc(S(N)(=O)=O)cc1
-3%,COc1ccc(/C=N/NC(=O)C2C3CCCCC32C)cc1OC (stereo not drawn)
-1%,CCCn1c(C)nc2c(NCCO)nc(C)nc21
-6%[57.5 µM],S=C1NC[C@H](Cc2cccc3ccccc23)N1CC1CCCCC1
-2%,COc1ccccc1N1CCN(C(C)C(=O)N2CC(C)OC(C)C2)CC1 (stereo not drawn)
2%,c1coc(CNc2nc(-c3ccncc3)cs2)c1
1%,CCCOc1ccc(/C=N/NC(=O)C(C)Sc2ccccn2)cc1OCC (stereo not drawn)
0%[57.5 µM],N/C(CN1CCCCC1)=N\S(=O)(=O)c1cc(Cl)cc(Cl)c1
1%,CC(C)(C)c1ccc(C(=O)Nc2cccc3c(=O)[nH][nH]c(=O)c23)cc1
2%,COc1cc(-c2[nH]ncc2CN2CCCC2c2nonc2C)cc(OC)c1OC (stereo not drawn)
-33%,Cc1ccc(OCC(=O)N/N=C\c2ccc(O)c([N+](=O)[O-])c2)c([N+](=O)[O-])c1
0%,Cc1cc2nnc(SC(C)C#N)n2c2ccccc12 (stereo not drawn)
2%[57.5 µM],CSc1oc(-c2cccs2)nc1S(=O)(=O)c1ccccc1

Assay outcomes deposited in PubChem BioAssay by National Center for Advancing Translational Sciences (NCATS).
